# VCAM1 TNFa inh: reduces TNF alpha induced VCAM1 expression in HUVEC. inhibition, % at 2 µM. 95,000 tested, 0.48% active. HUVEC TNFa-induced VCAM-1 immunofluorescence, high-content imaging;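 active = inhibition above the batch mean plus 3 SD, with images confirmed as a hit by eye, cut at about 37% in these data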;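 also: 0% = TNF-stimulated DMSO wells and 100% = unstimulated control wells; not every result past the cut was called active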
# TNFa cytotox: toxic to HUVEC cells under TNF alpha stimulation; HUVEC TNFalpha-stimulated, Hoechst cell count, imaging; cell count reduction, % at 2 µM; 93,000 tested, 0.17% active; AID 848;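 active = cell count reduction exceeding the screen mean by over 5 SD, scaled to untreated wells per plate, cut at about 78% in these data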;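 also: cells counted after 24 h of TNF alpha exposure following the 1 h pretreatment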
# PLK1 inh: PLK1 (human) kinase inhibition; AID 619; 97,000 tested, 0.53% active; inhibition, % at 10 µM; recombinant PLK1 kinase, TR-FRET peptide phosphorylation; P53350;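 active = inhibition of 50% or more in the single-concentration screen; inactive = inhibition below 50%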;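 also: 0% = DMSO max control and 100% = H-89 dihydrochloride min control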
# hDAT+cocaine: human DAT dopamine uptake with cocaine, either direction; LLC-PK1 hDAT cells, [14C]-dopamine uptake with cocaine IC80; actives deviate in either direction; Q01959; 110,000 tested, 1.3% active; B-score at 10 µM;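 active = Z score or B-score, a plate-position-corrected score, falls beyond the plate's 99.7% confidence bounds, in either direction; inactive = both scores lie inside the 99.7% bounds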;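 also: scored against the spread of the other compound wells on the same plate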
# Target sequence (Q01959 whole entry, looked up): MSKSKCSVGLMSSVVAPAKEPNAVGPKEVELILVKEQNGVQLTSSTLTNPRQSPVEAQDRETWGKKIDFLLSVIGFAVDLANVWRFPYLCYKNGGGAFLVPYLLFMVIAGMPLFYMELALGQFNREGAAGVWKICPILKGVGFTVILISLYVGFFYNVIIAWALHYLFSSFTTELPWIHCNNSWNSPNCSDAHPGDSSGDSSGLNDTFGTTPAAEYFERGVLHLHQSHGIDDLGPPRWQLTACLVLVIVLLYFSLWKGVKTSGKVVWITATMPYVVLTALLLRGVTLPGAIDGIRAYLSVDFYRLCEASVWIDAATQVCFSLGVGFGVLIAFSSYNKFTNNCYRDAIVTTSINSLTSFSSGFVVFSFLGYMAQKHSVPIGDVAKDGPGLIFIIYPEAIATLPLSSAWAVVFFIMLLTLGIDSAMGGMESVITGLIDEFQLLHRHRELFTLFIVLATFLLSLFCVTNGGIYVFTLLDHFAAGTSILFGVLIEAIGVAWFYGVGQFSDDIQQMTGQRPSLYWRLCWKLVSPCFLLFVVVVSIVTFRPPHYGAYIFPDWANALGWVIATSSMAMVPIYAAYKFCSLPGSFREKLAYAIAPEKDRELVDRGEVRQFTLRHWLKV
# IL1B cytotox: toxic to HUVEC cells under IL-1B stimulation; HUVEC cell count loss, Hoechst imaging, IL-1B stimulated; cell count reduction, % at 2 µM; 94,000 tested, 0.41% active; AID 845;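 active = cell count reduction more than 3 SD above the screen-wide mean, cut at about 70% in these data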;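 also: normalized per plate to untreated control cells as the no-loss baseline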
# Ecoli WT expand: E. coli BW25113 growth inhibition, expanded screen; growth inhibition, % at 100 µM; OD600 absorbance; 98,000 tested, 0.15% active;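 active = growth inhibition above about 50% at one test dose, limit read from the data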;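 also: growth measured after 20 h incubation at 37 °C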
# F-actin modifier: modifiers of cytoskeleton assembly; HUVEC TNFa F-actin phalloidin imaging, high content; inhibition, % at 2 µM; 91,000 tested, 0.18% active; AID 836;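 active = inhibition above the batch mean plus 3 SD and confirmed as a hit by visual image inspection, cut at about 30% in these data, passing the limit was not always enough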; also: strong numbers were not always called active
# sEH inh: blocks human soluble epoxide hydrolase activity | P34913 | recombinant human sEH enzymatic activity assay | inhibition, % at 2 µM | 91,000 tested, 0.34% active | AID 707; in the data active = inhibition above about 80%; also: values of inactives mirror those of a sister screen read the other way; many of its hits are not listed in these tables
# Plk1 PBD FP: inhibitors of human Plk1 polo box domain binding. P53350. Plk1 PBD phosphopeptide binding, fluorescence polarization. inhibition, %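 (tested at about 20 µM)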. 97,000 tested, 0.13% active. AID 693; in the data active = inhibition above about 34%, passing the limit was not always enough
# Numbers without * were called inactive; x = no result given; & = joins results of further samples.
# Sample of the layout, five compounds:
SMILES,VCAM1 TNFa inh,TNFa cytotox,PLK1 inh,hDAT+cocaine,IL1B cytotox,Ecoli WT expand,F-actin modifier,sEH inh,Plk1 PBD FP
C=CCn1c(=O)c2ccccc2n2c(SC(C)C(=O)Nc3nc(-c4ccccc4)cs3)nnc12 (stereo unspecified),15,-17,-3,0.13,-3,-6,14,11,8
Cc1ccc(C(=O)O/N=C2\CCCc3ccccc32)cc1,16,-9,-14,-0.88,8,0,8,-7,14
CO/N=C(/CNC(=O)c1cccc(Cl)c1)c1ccc(Cl)cc1,15,-9,-11,x,-46,1,13,13,4
Cc1c(N/C=C/C(=O)c2cccs2)c(=O)n(-c2ccccc2)n1C,2,-5,-3,0.65,7,1,-7,-21,5
CCCOc1ccc(N2C(=O)CC(N(O)c3ccccc3)C2=O)cc1 (stereo unspecified),3,-30,-3,-0.45,-31,-5,-6,22,4

# Main list (from the top)
SMILES,VCAM1 TNFa inh,TNFa cytotox,PLK1 inh,hDAT+cocaine,IL1B cytotox,Ecoli WT expand,F-actin modifier,sEH inh,Plk1 PBD FP
C=CCn1c(=O)c2ccccc2n2c(SC(C)C(=O)Nc3nc(-c4ccccc4)cs3)nnc12 (stereo unspecified),15,-17,-3,0.13,-3,-6,14,11,8
Cc1ccc(C(=O)O/N=C2\CCCc3ccccc32)cc1,16,-9,-14,-0.88,8,0,8,-7,14
CO/N=C(/CNC(=O)c1cccc(Cl)c1)c1ccc(Cl)cc1,15,-9,-11,x,-46,1,13,13,4
Cc1c(N/C=C/C(=O)c2cccs2)c(=O)n(-c2ccccc2)n1C,2,-5,-3,0.65,7,1,-7,-21,5
CCCOc1ccc(N2C(=O)CC(N(O)c3ccccc3)C2=O)cc1 (stereo unspecified),3,-30,-3,-0.45,-31,-5,-6,22,4
COc1ccc(CCN(C)C(=O)N2CCOCC2)cc1OC,-4,24,-2,-0.69,-29,1,13,-3,-15
Cc1cc(C)nc(SCc2nnc(SCC(=O)Nc3cc(C(F)(F)F)ccc3Cl)o2)n1,0,-9,-14,0.26,-10,2,7,x,-11
COC(=O)/C(=C\Nc1ccc(OC)cc1)NC(=O)c1ccc(Cl)cc1Cl,12,-27,-1,1.3,-43,-1,13,2,26
Nc1nc(NC(=O)c2cccc(S(=O)(=O)N3CCCCCC3)c2)nc(-c2ccccc2)n1,22,-3,-6,1.2,25,-14,-35,-4,-1
CC(C)Oc1cccc(C(=O)Nc2ccccc2N2CCOCC2)c1,17,-27,-3,-0.19,-100,-1,2,11,-21
Cc1ccc(N2C(=O)C(Cl)=C(Nc3c(C)n(C)n(-c4ccccc4)c3=O)C2=O)cc1,5,-30,-5,1.1,-34,-12,-34,6,-12
COc1cc(OC)nc(Oc2ccccc2C(=O)Oc2ccc(Cl)cc2)n1,11,-32,-12,-0.12,-28,-5,5,-18,-31
Cc1ccc(C)c(S(=O)(=O)N2CCN(CC(=O)NC(=O)NCc3ccccc3)CC2)c1,-33,-42,-11,-0.63,9,2,-17,2,-11
O=C1CCSc2ccc(Cl)cc2N1Cc1ccccc1,12,-46,-8,0.84,-2,-4,32,-1,8
COC(=O)C1CCN(CC(=O)Nc2sc3c(c2C#N)CCC3)CC1,6,-16,-5,-0.7,-18,5,-35,-2,-11
CC(=O)Nc1cccc(OCC(=O)NS(=O)(=O)c2ccc(Cl)cc2)c1,12,-6,-5,0.059,x,-1,10,-4,4
O=C1/C(=C\c2ccc(-c3ccccc3[N+](=O)[O-])o2)C(c2ccccc2)=NN1c1ccccc1,16,-11,-7,x,-178,x,2,-3,-21
CC(/C=C/c1ccccc1)NC(N)=O (stereo unspecified),4,-40,3,-0.25,-109,6,-9,4,6
Cc1cccc(-n2ncc3c(N4CCCC4)ncnc32)c1,7,-30,-5,-0.87,-46,x,7,7,-24
Cc1cc(C)cc(NCc2cc3c(cc2[N+](=O)[O-])OCO3)c1,10,14,8,-0.43,-28,8,-16,-2,-3
CCOC(=O)CSc1nc(N)c2c3c(sc2n1)CCCC3,6,17,-4,1.9,-31,-13,-17,-10,10
CCc1nnc(NC(=O)CSc2nc3cc4c(cc3cc2CC)OCCO4)s1,-5,-4,-10,-1.2,-20,-9,-9,5,11
CCOC(=O)CCn1c2nc(C)cc(C)c2c(=O)n1-c1ccccc1,2,-32,-6,0.33,-3,0,x,-3,18
CCc1cc2c(SCC(=O)c3ccccc3)ncnc2s1,-10,-6,-3,0.29,-23,x,-13,-6,-6
COc1ccc(C2=C(CN(C)C)C(c3ccccc3)c3ccccc3O2)cc1 (stereo unspecified),-7&13,-12&-7,-8&-7,-0.71,15&-127,9&8,-44&-25,5&-3,-12&-22

# Profiles, quoted from the list. Order of screens: VCAM1 TNFa inh | TNFa cytotox | PLK1 inh | hDAT+cocaine | IL1B cytotox | Ecoli WT expand | F-actin modifier | sEH inh | Plk1 PBD FP
# `O=C1CCSc2ccc(Cl)cc2N1Cc1ccccc1` as listed: 12 | -46 | -8 | 0.84 | -2 | -4 | 32 | -1 | 8
# `Cc1cccc(-n2ncc3c(N4CCCC4)ncnc32)c1` as listed: 7 | -30 | -5 | -0.87 | -46 | x | 7 | 7 | -24
# `CCCOc1ccc(N2C(=O)CC(N(O)c3ccccc3)C2=O)cc1` (stereo unspecified) as listed: 3 | -30 | -3 | -0.45 | -31 | -5 | -6 | 22 | 4

# Other results
SMILES,VCAM1 TNFa inh,TNFa cytotox,PLK1 inh,hDAT+cocaine,IL1B cytotox,Ecoli WT expand,F-actin modifier,sEH inh,Plk1 PBD FP
O=C1N/C(=C\c2ccccc2)c2ccccc21,11,-5,-15,-0.29,14,6,-7,6,-8
Cc1ccc2[nH]c(=O)c(CN(CCO)Cc3nnnn3CCc3ccccc3)cc2c1,-2,-28,-9,1,-6,5,6,-1,-2
CC(=O)c1c(C)[nH]c(C(=O)CSc2nnc(C3CCCCC3)n2N)c1C,1,-18,-5,0.44,-5,4,-23,-5,19
Cc1cc(C(C)(C)C)nc2[nH]n(-c3ccccc3)c(=O)c12,9,-23,2,-0.32,-127,2,3,3,-8
CCN1CCN(C(c2cccs2)C(C)NC(=O)c2cccnc2)CC1 (stereo unspecified),x,x,-3,-0.24,x,3,x,-3,-8
Cc1ccc(Sc2nc3c(c(=O)[nH]c(=O)n3C)n2CCc2ccccc2)cc1,-4,-23,-12,0.065,10,1,12,7,2
CCC(=O)NC(=S)Nc1ccccc1F,12,-6,9,0.22,14,6,-16,3,12
CC1CCN(S(=O)(=O)c2cc(Br)cc(C(=O)NC3=NCCS3)c2)CC1,-10,6,-12,-0.091,-1,-9,-3,-4,4
Cc1ccc(-c2noc(CN3CCC(C(N)=O)CC3)n2)cc1,-2,-14,-2,x,2,1,14,8,-10
Cn1nc(-c2ccc(Cl)cc2)nc2c(=O)n(C)c(=O)nc1-2,-1,-29,2,-4.4*,-14,20,59,-8,65*
COc1ccc(N2CCN(CCCn3c(=S)[nH]c4ncccc4c3=O)CC2)cc1,4,-3,-8,-0.083,-2,-7,-6,-1,-17
CCCCCCCCCCNC(=O)C(=O)Nc1ccccn1,5,-14,-6,0.034,10,-6,x,0,-4
CCOc1cc2[nH]c(=S)n(CCC(=O)N3CCc4ccccc4C3)c(=O)c2cc1OCC,-7,5,-8,-0.81,-2,-9,-24,7,-17
O=C(Nc1cccc(Cl)c1N1CCCC1)c1ccc(Br)o1,-10,4,-7,-0.98,-16,-9,-13,-9,-15
O=C(O)c1nc2ccccc2nc1C(=O)O,-5,-31,-4,-0.085,-70,-2,-4,x,-16
N#Cc1c(C(F)(F)F)cc(-c2ccccc2)nc1SCC(=O)Nc1sc2c(c1C#N)CCC2,-8,-27,-14,-0.23,-21,-4,30,-2,18
CCOC(=O)C1=NOC(CNC(=O)c2c(-c3ccccc3Cl)noc2C)C1 (stereo unspecified),-10,-8,-6,-0.34,-12,3,18,11,13
Cc1cc(NC2C3CC4CC(C3)CC2C4)n2ncnc2n1 (stereo unspecified),5,4,6,-0.081,12,4,-4,48,2
CCCNC(=S)NC1CCCC1,42,0,-7,0.23,-4,6,5,-4,10
Cc1c(SCCO)c(=O)[nH]c2cc3c(cc12)OCO3,-1,-12,1,-0.055,12,-2,5,12,4
O=C(Nc1ccn(Cc2c(F)c(F)cc(F)c2F)n1)c1ccc(COc2ccc(Cl)cc2Cl)o1,-9,-14,-9,-1.6,8,-26,5,11,3
COC(=O)COc1ccc(S(=O)(=O)Nc2ccc(NC(C)=O)cc2)cc1C,-26,-27,-3,-0.28,-11,2,16,10,19
CC1CCN(CCc2nc3cc(NS(=O)(=O)c4ccccc4)ccc3n2C)CC1,11,-8,7,-1.1,19,5,12,-2,-18
COc1cccc(-n2nnc3c(=O)n(Cc4ccc(F)cc4)cnc32)c1,-24,-24,-6,-0.037,15,7,-3,-24,-1
COc1ccccc1N1CCN(C(=O)c2cc(-c3ccc(Cl)cc3)on2)CC1,-14,6,-8,0.49,14,-5,-10,-20,-6
# New compounds follow
SMILES,VCAM1 TNFa inh,TNFa cytotox,PLK1 inh,hDAT+cocaine,IL1B cytotox,Ecoli WT expand,F-actin modifier,sEH inh,Plk1 PBD FP
COc1ccc(-c2cc(=O)[nH][nH]2)cc1,0,-2,0,0.01,x,9,6,7,-17
OCCN(CCO)CC(O)COc1ccc2c(c1)OCO2 (stereo unspecified),-9,-4,7,-0.89,-8,-1,27,3,-8
CCn1c(NC(=O)c2cccs2)nc2ccccc21,8,-30,1,-0.28,-12,3,9,5,-4
CCCS(=O)(=O)N1CCN(C(=O)c2ccc(-c3ccccc3)cc2)CC1,-7,0,-29,-0.23,-16,-1,7,1,-19
COc1ccccc1-c1nc(C#N)c(N2CCC(C(N)=O)CC2)o1,18,2,-5,-0.34,1,5,-4,-16,33
Cc1noc(NS(=O)(=O)c2ccc(NC(=O)COc3ccccc3)cc2)c1C,28,-5,-10,-0.49,-40,4,-2,2,-21
CC(NC(=O)Cn1cnnn1)C12CC3CC(CC(C3)C1)C2 (stereo unspecified),4,-30,3,-3.3*,13,-1,-1,6,12
Cc1sc2ncn(CCC(=O)O)c(=O)c2c1C,7,-38,-7,0.68,-19,-1,4,-5,14
O=C(C1CCCO1)N1CCc2ccccc21 (stereo unspecified),6,-12,-9,-1.7,-68,3,-3,-7,13
N#CC1=C(S)N=C(N)C(c2nc(-c3ccccc3)cs2)C12CCCC2 (stereo unspecified),18,-29,-9,-1.3,-24,-12,20,12,-15
O=C(NCCC1=CCCCC1)NC1CCCCC1,-14,x,4,-0.92,2,-5,0,94*,-7
CCOC(=O)c1ccc(NC(=O)C2(c3ccccc3)CCCC2)cc1,13,1,-11,0.019,-94,2,-18,-6,-23
CC(=O)Nc1cccc(NC(=O)C2CC(=O)N(c3ccc(C)cc3)C2)c1 (stereo unspecified),14,-9,-8,-1.3,-15,1,33,6,-33
